tim23-1 inh – growth inhibitors of tim23-1 mutant yeast; S. cerevisiae tim23-1 growth, BacTiter-Glo luminescence, 24 h; inhibition, % at 20 µM; hit rate 1.3% among 330,000;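 active = growth inhibition of the mutant yeast at or above 50%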;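 note: temperature-sensitive mutant grown at 25 °C; plate controls were DMSO-treated mutant yeast for no effect and medium wells lacking yeast for full effect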
CHOP UPR activ – activators of apoptotic arm of unfolded protein response (CHOP). CHO-CHOP luciferase reporter, UPR activation, luminescence; percent of tunicamycin response over DMSO baseline. activation, % at 10 µM. hit rate 0.34% among 330,000. AID 449763;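 active = at 10 µM dose, activation of 40% or more, normalized to positive control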;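 note: 100% = tunicamycin at 10 µg/mL and 0% = DMSO alone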
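measured by = luciferase luminescence | assay system = CHO-CHOP cells, stable luciferase reporter of PERK-eIF2a-CHOP signalling | amount = 500 reporter cells seeded per well | timing = 6 h compound exposure at 37 °C after overnight seeding | controls = positive tunicamycin 10 µg/mL, negative DMSO alone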
NR3A LBD binder – modulates the human NR3A ligand-binding domain. NR3A LBD differential scanning fluorimetry, Tm shift; 0% = protein alone, 100% = glycine-bound protein. Tm shift relative to glycine control, % at 25 µM. hit rate 2.5% among 340,000. AID 1259313;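 active = melting temperature shift of at least 10% of the positive control shift, at one fixed dose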
NLRP3 yeast inh – inhibitors of NALP3 inflammasome in yeast; Yeast reconstituted NLRP3/ASC/caspase-1, beta-gal luminescence, 24 h; hit rate 0.39% among 330,000; inhibition, % at 10 µM;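 active = inhibition of 50% or more; inactive = inhibition below 50%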;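 note: plate controls were induced DMSO wells for no effect and uninduced yeast grown without galactose for full effect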
tim10-1 inh – growth inhibitors of tim10-1 mutant yeast; inhibition, % at 20 µM; hit rate 2.2% among 330,000; AID 463190; S. cerevisiae tim10-1 ts strain growth, BacTiter-Glo, 24 h;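 active = inhibition of at least 40%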;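 note: mutant grown at 25 °C; 0% = DMSO wells with yeast and 100% = wells holding no yeast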
UPR XBP1 act – activators of adaptive arm of unfolded protein response (XBP1) | CHO-XBP1 luciferase reporter, IRE1-XBP1 UPR activation, luminescence; percent of tunicamycin response, DMSO as zero | hit rate 0.33% among 330,000 | AID 463104 | activation, % at 20 µM;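 active = versus positive control, 20 µM dose yields 30% or more activation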;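 note: 100% = tunicamycin at 10 µg/mL and 0% = DMSO only wells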
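Assay system: CHO-XBP1 luciferase reporter cells; Schedule: 6 h treatment, 37 °C; Detection: glow luminescence from Steady-Glo reagent; Benchmarks: high control tunicamycin 10 µg/mL final, low control DMSO vehicle only.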
TIM10 inh – inhibits growth of TIM10 yeast strain. S. cerevisiae TIM10 strain growth, BacTiter-Glo luminescence, 24 h. AID 463195. inhibition, % at 10 µM. hit rate 1.4% among 330,000;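 active = inhibition of 40% or more at the single tested concentration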;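 note: wild-type TIM10 isogenic control strain grown at permissive 25 °C; 0% = DMSO yeast wells and 100% = minimal medium wells without yeast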
APJ ag – APJ receptor agonism; hit rate 0.11% among 330,000; activation, % at 20 µM; P35414; AID 2520; CHO-K1 APJ PathHunter beta-arrestin, luminescence; 0% DMSO wells, 100% apelin;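 active = activation more than six SD over the plate average, tested at 20 µM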;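 note: 0% = DMSO alone and 100% = apelin-13 at 10 nM; some results filed as inactive read as strong as hits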
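Assay system – PathHunter CHO-K1 APJ (AGTRL-1) beta-arrestin reporter cells · Compound – one dose, 20 µM compound, 1% DMSO · Timing – compound 90 min 25 °C, reagent 1 h · Measured by – luminescence from split beta-galactosidase complementation, Galacton Star/Emerald II substrate · Measure – beta-arrestin recruitment to APJ as agonist activity, luminescent signal · Benchmarks – DMSO vs Apelin-13 10 nM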
Mdm2 MdmX PPI – human Mdm2/MdmX binding inhibition; AID 485346; O15151+Q00987; inhibition, % at 8 µM; hit rate 3% among 330,000; SaOS-2 split-luciferase Mdm2/MdmX complementation, luminescence;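 active = inhibition of at least 50% at 8 µM in the primary screen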
Target sequence (O15151 whole entry, looked up): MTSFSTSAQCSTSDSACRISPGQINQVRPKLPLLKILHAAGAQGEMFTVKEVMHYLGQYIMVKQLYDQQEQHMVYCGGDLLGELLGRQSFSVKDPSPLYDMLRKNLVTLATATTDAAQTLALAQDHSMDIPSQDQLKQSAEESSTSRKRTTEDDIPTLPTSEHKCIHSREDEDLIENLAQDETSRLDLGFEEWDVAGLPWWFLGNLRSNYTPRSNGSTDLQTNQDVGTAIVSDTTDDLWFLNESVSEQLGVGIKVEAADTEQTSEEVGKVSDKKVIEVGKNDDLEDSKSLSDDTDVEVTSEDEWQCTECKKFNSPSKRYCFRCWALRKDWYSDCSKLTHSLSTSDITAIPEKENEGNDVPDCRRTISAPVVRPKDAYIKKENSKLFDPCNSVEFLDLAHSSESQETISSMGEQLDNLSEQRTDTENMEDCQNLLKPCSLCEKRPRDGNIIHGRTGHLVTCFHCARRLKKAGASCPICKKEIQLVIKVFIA
Target sequence (Q00987 whole entry, looked up): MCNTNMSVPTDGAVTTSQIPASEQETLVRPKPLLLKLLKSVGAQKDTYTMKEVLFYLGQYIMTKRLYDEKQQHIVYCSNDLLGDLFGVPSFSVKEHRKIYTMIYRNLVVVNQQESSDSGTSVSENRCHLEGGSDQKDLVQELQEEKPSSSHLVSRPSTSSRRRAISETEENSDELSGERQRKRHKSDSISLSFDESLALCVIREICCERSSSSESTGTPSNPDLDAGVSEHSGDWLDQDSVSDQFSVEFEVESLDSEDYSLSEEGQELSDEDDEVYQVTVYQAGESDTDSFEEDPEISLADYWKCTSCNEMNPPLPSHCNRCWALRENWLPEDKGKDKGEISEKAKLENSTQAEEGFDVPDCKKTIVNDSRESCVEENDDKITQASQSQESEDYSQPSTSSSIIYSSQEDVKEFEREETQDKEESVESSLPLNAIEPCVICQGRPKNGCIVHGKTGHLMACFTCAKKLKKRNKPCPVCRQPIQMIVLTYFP
An asterisk follows results filed as active; / = no result given.

SMILES	tim23-1 inh	CHOP UPR activ	NR3A LBD binder	NLRP3 yeast inh	tim10-1 inh	UPR XBP1 act	TIM10 inh	APJ ag	Mdm2 MdmX PPI
CN1CCN(C(=O)c2ccccc2[N+](=O)[O-])CC1	-1	3.7	1	13	-17	0	-7	0	4
O=C(Cc1c(Cl)cccc1Cl)OCC(=O)N1CCc2ccccc2C1	28	4.2	-1	24	30	1	17	-1	-34
COc1ccc(S(=O)(=O)N(C)c2ccc(C(=O)NCc3ccco3)cc2)cc1OC	22	4.2	1	-7	25	-2	12	4	1
CC(=O)c1ccc(NC(=O)CCc2ccc(C)o2)cc1	6	3.2	-16	6	-19	0	3	-3	5
C=CCSc1nsc(NC(=O)Nc2ccc(F)cc2)n1	78*	9.5	28*	56*	62*	1	66*	9	91*
NC(=O)C1CCCCc2c1[nH]c1ccc(Cl)cc21 (stereo unspecified)	26	2.0	-1	6	-12	-3	-58	-3	28
CN(Cc1cnn(C)c1)C(=O)c1sc2cccc(Cl)c2c1Cl	6	-0.3	1	38	8	-1	13	-4	17
CN1CCN(c2oc(-c3ccccc3Cl)nc2S(=O)(=O)c2ccccc2)CC1	1	0.1	2	0	23	6	-10	-4	-6
CCCCc1ccc(NC(=O)C2CCCO2)cc1 (stereo unspecified)	11	3.7	2	27	-1	-2	-6	-2	-58
Cc1cc(C(=O)CN2C(=O)NC(Cc3c[nH]c4ccccc34)C2=O)c(C)n1C (stereo unspecified)	-2	2.8	1	-2	13	2	-7	-3	-19
COc1ccc(CNC(=O)C23CC4CC(CC(Br)(C4)C2)C3)cc1	30	-1.5	5	15	24	-1	-9	1	-3
CC1(C(=O)O)CCC(C(=O)NNC(=O)c2ccccc2O)C1(C)C (stereo unspecified)	7	-1.0	0	-1	20	-5	-5	-3	2
CCOC(=O)c1ccc(-c2c(-c3ccccc3OC)sc3cc4c(cc23)OCO4)cc1F	14	2.2	-2	2	15	1	7	-4	10
O=C(NC1CCCC1)C(c1ccc(F)cc1)N(C(=O)c1csnn1)C1CC1 (stereo unspecified)	10	3.3	-2	9	-4	2	1	-1	12
CN(C)N(C)C(=O)C(O)(c1ccccc1)c1ccccc1	15	4.8	1	8	29	1	-5	-5	-1
Cc1ccc(C)c(Cn2c3ccccc3c3cnn(CC(=O)NCCCN4CCOCC4)c(=O)c32)c1	-78	0.5	-2	5	-16	-3	-54	-1	27
Cc1ccc(-c2nnn(CC(=O)N(CC(=O)NC3CCCCC3)c3ccc(F)c(Cl)c3)n2)o1	-5	-0.1	-3	15	4	17	2	-3	47
O=C(CN1CCN(c2ccccc2)CC1)Nc1cccc(C(F)(F)F)c1	3	-1.7	0	2	28	0	-4	-2	4
Cc1cc(C)cc(C(N)=Nc2cccc(C#N)c2)c1	13	1.0	0	-5	-7	4	10	-4	3
Cc1ccccc1OS(=O)(=O)c1cn(C)c(=O)n(C)c1=O	-5	-0.4	-1	-10	-8	-3	-16	2	7
Cc1n[nH]c(C)c1S(=O)(=O)N1CCCC(C(=O)O)C1 (stereo unspecified)	-5	-1.5	4	20	-15	0	-2	-3	10
COc1ccc(C(=O)C/C(=C\C(=O)c2ccc(C)cc2)c2ccccc2)cc1	31	3.3	0	-3	38	5	29	-3	86*
CCN(CC)C(=O)c1sc(NC(=O)c2ccc(Br)o2)c(C(=O)OC)c1C	40	-0.4	-1	2	29	0	16	-1	20
CSc1cc(-c2ccncc2)nc(-c2ccc(Cl)cc2)c1	16	2.4	5	18	13	-5	27	-3	8
OC(c1ccc(F)cc1)C(CN1CCOCC1)c1ccccc1 (stereo unspecified)	17	4.0	-2	12	31	-1	10	-1	-4
Cc1ccc(S(=O)(=O)N2CC(C(=O)O)=CC[C@H]2c2ccc(Cl)cc2)cc1	7	-0.3	-4	3	22	0	-5	5	-37
CCCCn1c(CCCNC(=O)c2ccco2)nc2ccccc21	4	-0.7	0	10	23	-3	6	3	-1
CN(Cc1ccccc1)C(=S)NC(=O)c1ccc(-c2ccccc2)cc1	6	1.6	-9	22	11	1	8	-2	15
CCC1CCCN1Cn1cnc2c([nH]c3ccc(OC)cc32)c1=O (stereo unspecified)	6	1.3	4	16	2	2	1	1	5
CCCCOC(=O)c1cc(=O)[nH]c2ccc(C)cc12	6	-0.7	-1	-7	3	2	-10	2	20
O=C(C1=C[C@@H](c2ccc(Br)cc2)C[C@@H](OCCCCO)O1)N1CCN(Cc2ccc3c(c2)OCO3)CC1	16	3.2	4	6	25	-4	10	-6	36
Cc1cccc(CC2S/C(=N/N=C/c3ccco3)NC2=O)c1 (stereo unspecified)	4	-1.7	1	5	19	1	20	-6	-15
O=C(c1ccccn1)N1CCN(S(=O)(=O)c2ccc(F)cc2)CC1	10	0.5	-1	14	14	-1	-1	0	14
C(=N\Nc1ccccn1)/c1ccc2c(c1)OCCO2	4	2.6	-1	31	14	-5	18	-2	-233
COC(=O)NCC(C)OC(=O)Nc1cccc(Cl)c1 (stereo unspecified)	-2	0.5	-1	15	-7	2	-5	-3	3
O=C(c1ccccc1-c1nc(-c2ccccc2)no1)N1CCCC1	10	4.4	1	22	20	4	-3	-8	-24
CCOC(=O)CSc1n[nH]c(=O)n1CCc1ccccc1	15	-1.1	1	9	6	0	-14	-4	0
COc1cccc(CN(CC(=O)NCC2CCCO2)C(=O)CNS(=O)(=O)c2ccccc2)c1 (stereo unspecified)	1	-2.5	-1	3	15	-2	-4	-1	14
CCCOc1ccc(-c2c(C(=O)N/N=C/c3cccs3)nnn2-c2nonc2N)cc1	-4	2.4	10	4	-1	-1	4	-2	-11
O=C(CCCn1cc([N+](=O)[O-])cn1)NC1CCCCCC1	-7	1.6	0	-2	2	-3	-15	-1	25
CCOc1ccc(NC(=O)COC(=O)c2c(OC)cccc2OC)cc1	2	3.0	-3	25	4	-1	10	3	-28
COc1ccc(OC)c(-n2c(-c3ccc(S(C)(=O)=O)cc3)cc(C=O)c2C)c1	21	4.1	0	12	13	6	6	-2	24
COCCn1c(SCC(=O)c2ccc3c(c2)OCCO3)nnc1-c1ccoc1C	17	-0.1	6	-5	21	-2	13	0	31
CCCCN(CC)CCNC(=O)c1cc2cc3ccc(Cl)cc3nc2o1	14	1.4	-2	-2	18	-4	10	1	32
CCN(CC)CCN1C(=O)C(=O)/C(=C(/O)c2ccc(S(=O)(=O)N3CCOCC3)cc2)C1c1ccc(C(C)(C)C)cc1 (stereo unspecified)	16	0.4	-2	9	10	2	-5	-1	26
CN(C)CCCN(C(=O)c1ccc(C(=O)c2ccccc2)cc1)c1nc2c(F)cccc2s1	18	1.8	-1	13	47*	-1	19	-3	40
O=C(O)C1C2CCC(O2)C1C(=O)Nc1cccc(Cl)c1 (stereo unspecified)	6	0.5	2	7	3	-5	2	0	8
CCOc1cc(C)c(Cl)cc1S(=O)(=O)N(CC)CC	17	-4.2	-1	4	16	1	-16	-4	4
Cn1c(N)c(C(=O)COC(=O)c2cc(C3CC3)nc3ccccc23)c(=O)n(C)c1=O	15	0.3	-4	6	13	-2	6	1	10
Cc1cccc(-c2c3c(=O)n(C)c(=O)n(C)c3cn2C(C)(C)C)c1	7	-1.9	-2	-4	32	0	4	-6	10
Cc1ccc(S(=O)(=O)NC2=NCN(CCc3ccccc3)CN2)cc1	-4	-0.4	3	9	3	-1	-26	-3	14
C[C@@H]1C(=O)O[C@H](C)[C@H]1C[C@@H](O)[C@](C)(O)C1CC[C@@]2(O)C3=CC(=O)[C@@H]4C[C@@H](O)[C@@H](O)C[C@]4(C)C3CC[C@]12C (stereo partly specified)	5	-0.5	2	16	-6	-1	-6	-1	12
COCCn1c(=O)[nH]c2cc(C(=O)N3CCN(c4cc(C)ccc4C)CC3)ccc2c1=O	-5	0.1	0	36	14	0	4	-3	5
COc1ccccc1-c1c(C(F)(F)F)oc2cc(OCC(=O)Nc3cc(C)ccc3C)ccc2c1=O	-8	-1.0	/	18	3	-1	2	-4	8
COc1cccc(C(O)c2nc3ccccc3n2C)c1 (stereo unspecified)	16	3.7	-4	11	14	-2	10	0	7
CN1C(=O)CC(N2CCN(Cc3ccc(Cl)cc3)CC2)C1=O (stereo unspecified)	10	-0.1	1	10	-4	-2	-4	4	26
O=C(Nc1ccc([N+](=O)[O-])cc1)c1cc(-c2ccccn2)nc2c(Cl)cccc12	-14	1.3	1	4	18	3	-18	-1	39
COCCN1C(=O)CS/C1=C(/C#N)C(=O)NCc1ccco1	-4	-2.1	0	10	20	-3	-13	1	14
CCOC(=O)c1cnc(-n2nc(C)cc2C)nc1Oc1ccccc1F	34	4.0	0	6	3	0	27	-7	6
C=CCn1c(CCCOc2ccc(Cl)cc2Cl)n[nH]c1=S	-19	-0.2	1	22	22	0	25	1	-36

Given with two lines to a compound: entries from further up
Below each SMILES – tim23-1 inh, CHOP UPR activ, NR3A LBD binder, NLRP3 yeast inh, tim10-1 inh, UPR XBP1 act, TIM10 inh, APJ ag, Mdm2 MdmX PPI
COCCn1c(=O)[nH]c2cc(C(=O)N3CCN(c4cc(C)ccc4C)CC3)ccc2c1=O
 : -5, 0.1, 0, 36, 14, 0, 4, -3, 5
COc1ccccc1-c1c(C(F)(F)F)oc2cc(OCC(=O)Nc3cc(C)ccc3C)ccc2c1=O
 : -8, -1.0, /, 18, 3, -1, 2, -4, 8
COc1cccc(C(O)c2nc3ccccc3n2C)c1 (stereo unspecified)
 : 16, 3.7, -4, 11, 14, -2, 10, 0, 7

Additional results
SMILES	tim23-1 inh	CHOP UPR activ	NR3A LBD binder	NLRP3 yeast inh	tim10-1 inh	UPR XBP1 act	TIM10 inh	APJ ag	Mdm2 MdmX PPI
O=C(NCCCN1CCOCC1)c1cc(-c2ccc(Br)cc2)nc2ccccc12	18	-1.4	2	11	13	1	5	-1	29
COc1ccc(CCNC(=O)Cn2c(=O)cnc3ccccc32)cc1	-61	-1.2	-1	-16	-5	-1	1	-3	-12
CCOC(=O)C1CCN(C(=O)C2CCCN(S(=O)(=O)c3ccc(OC)c(Cl)c3)C2)CC1 (stereo unspecified)	15	-1.3	-1	15	-9	-4	5	5	8
Cn1c(=O)c2c(nc(SCC(=O)N3CCOCC3)n2C)n(C)c1=O	-3	1.2	-1	22	3	1	-12	2	8
Cc1nc(Cl)c(C(=O)NCc2ccccc2)c(C)c1Cl	20	-0.9	-2	6	17	0	-23	-1	18
CC(C)N(Cc1ccccc1)C(=S)Nc1ccc(OC(F)F)cc1	38	1.1	-1	3	35	-2	44*	-1	-8
Cc1cc(C)nc(N(C#N)C(C)C(=O)N(C)C)n1 (stereo unspecified)	9	0.4	0	-7	5	2	2	-3	6
CN1CCN(C(=O)C2CCCCC2C(=O)O)CC1 (stereo unspecified)	13	0.4	0	5	4	-3	5	-4	13

Reprinted at random: 3 compounds from above.
SMILES	tim23-1 inh	CHOP UPR activ	NR3A LBD binder	NLRP3 yeast inh	tim10-1 inh	UPR XBP1 act	TIM10 inh	APJ ag	Mdm2 MdmX PPI
COc1ccc(CCNC(=O)Cn2c(=O)cnc3ccccc32)cc1	-61	-1.2	-1	-16	-5	-1	1	-3	-12
CCOC(=O)C1CCN(C(=O)C2CCCN(S(=O)(=O)c3ccc(OC)c(Cl)c3)C2)CC1 (stereo unspecified)	15	-1.3	-1	15	-9	-4	5	5	8
CN1CCN(C(=O)C2CCCCC2C(=O)O)CC1 (stereo unspecified)	13	0.4	0	5	4	-3	5	-4	13

Compound activity from PubChem.
